PAX8 inh HTS: inhibitors of PAX8 transcriptional activity in RMG-I cells | RMG-I TPO-luciferase reporter, SteadyGlo, 24 h | inhibition, % at 12.6 µM | hit rate 1.2% among 360,000 | AID 652154;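 active = mean replicate inhibition at least 60% with every replicate also reaching 60%; inconclusive = only one of the two criteria is met; inactive = mean below 60% and not all replicates reaching 60%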;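 note: luciferase light reporting Pax8 driven TPO promoter activity; plate controls were median of neutral control wells for no effect and mitoxantrone controls for full effect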
Casp6 inh: blocks human caspase-6 cleavage activity | purified caspase-6, Z-VEID-R110 cleavage fluorescence | inhibition, % at 12.5 µM | hit rate 0.53% among 350,000;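 active = mean inhibition across replicates at least about 35%, with every replicate also reaching that limit, limit read from the data; inconclusive = only one of the two criteria met; inactive = neither criterion met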;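 note: 0% = median of neutral control wells and 100% = no fluorescence left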
Target sequence (P55212 24-179 limits assumed): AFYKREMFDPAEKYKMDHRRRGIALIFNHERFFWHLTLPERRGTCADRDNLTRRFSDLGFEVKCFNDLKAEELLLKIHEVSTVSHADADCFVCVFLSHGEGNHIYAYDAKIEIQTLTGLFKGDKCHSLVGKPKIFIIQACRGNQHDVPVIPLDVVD
Target sequence (P55212 194-293 limits assumed): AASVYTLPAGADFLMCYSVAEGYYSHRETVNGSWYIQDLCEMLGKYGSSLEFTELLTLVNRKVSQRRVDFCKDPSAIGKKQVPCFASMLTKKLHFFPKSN
DENV2 CPE rescue: inhibitors of DENV2 cytopathic effect; hit rate 1.7% among 350,000; CPE inhibition, % at 9.99 µM; AID 651640; DENV2-infected cells, cytopathic effect rescue, plate reader; in the data active = CPE inhibition above about 20%, passing the limit was not always enough; inconclusive = no clear call, values can overlap the other calls; tested in BHK-21 cells;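 note: 0% = median of neutral control wells and 100% = median of positive control wells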
SIRT5 block: inhibitors of human sirtuin-5 desuccinylase; Q9NXA8; Purified SirT5, succinyl-peptide AMC, trypsin-coupled fluorescence; inhibition, % at 15 µM; hit rate 1.1% among 330,000; in the data active = inhibition above about 15%; inconclusive = no clear call, values can overlap the other calls
Target sequence (Q9NXA8 whole entry, looked up): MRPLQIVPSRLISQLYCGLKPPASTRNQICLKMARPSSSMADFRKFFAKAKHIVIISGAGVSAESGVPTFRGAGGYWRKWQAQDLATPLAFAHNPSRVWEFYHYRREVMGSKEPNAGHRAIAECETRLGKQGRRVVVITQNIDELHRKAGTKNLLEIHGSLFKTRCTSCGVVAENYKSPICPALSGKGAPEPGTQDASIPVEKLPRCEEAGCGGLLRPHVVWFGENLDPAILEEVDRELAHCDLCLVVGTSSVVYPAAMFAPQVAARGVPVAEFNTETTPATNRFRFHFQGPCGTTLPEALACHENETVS
LGR2 inh: inhibitors of bursicon-induced Drosophila LGR2 receptor cAMP signaling | hit rate 0.35% among 380,000 | HEK293 LGR2, CRE-luciferase, bursicon-stimulated, 4 h | inhibition, % at 9.99 µM;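 active = drop in luminescence signal, shown as inhibition above about 50% in the replicate tests, limit read from the data, passing the limit was not always enough; inconclusive = probably only some replicates passing the limit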;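 note: agonist challenge used bursicon conditioned medium at about half maximal strength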
ARNT TACC3 PPI: disruptors of human ARNT/TACC3 interaction; Q9Y6A5; AlphaScreen His-ARNT PAS-B/GST-TACC3 binding, luminescence; TACC3 fragment carries E629A point mutation; inhibition, % at 9.99 µM; hit rate 0.66% among 390,000;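 active = mean inhibition of replicates at least 50% and at least half of replicates each reaching 50%; inconclusive = half or more replicates reach 50% but mean below 50%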;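 note: 0% = complete ARNT plus TACC3 wells and 100% = ARNT alone without TACC3; many hits fall short of the cut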
EWS-Fli block: blocks EWS/Fli oncoprotein-driven transcription | A673 NR0B1-luciferase reporter, viability-normalised | inhibition, % at 12.6 µM | hit rate 0.67% among 350,000 | AID 651661;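 active = mean inhibition of at least 50% after viability correction, with every replicate also passing that limit; inconclusive = mean reaches 50% but only one of two replicates passes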;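 note: firefly luciferase signal divided by Alamar Blue viability fluorescence both relative to DMSO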
* hit, by the source's call; ? = inconclusive; . = not tested or not shown; & = joins results of further samples. Not a hit list; overall some 4.9% were active at least once.

1) CC(C)NC(=O)N(C)C[C@H]1Oc2cc(C#CC(C)(C)O)ccc2S(=O)(=O)N([C@H](C)CO)C[C@@H]1C
2) Cn1c(SCC(=O)Nc2ccc3c(c2)n(C)c(=O)n3C)nnc1-c1ccncc1
3) CC(C(=O)Nc1ncc([N+](=O)[O-])s1)N1C(=O)c2ccccc2S1(=O)=O (stereo unspecified)
4) O=C([C@@H]1[C@@H](CO)[C@@H]2Cn3c(ccc(C4=CCCCC4)c3=O)[C@H]1N2Cc1nccs1)N1CCOCC1
5) CCc1nnc(NS(=O)(=O)c2ccccc2)s1
6) CC(=O)NC1C(OCCOc2ccc(Cl)cc2C)OC(CO)C(O)C1O (stereo unspecified)
7) CCN(CC)C(=O)c1ccccc1NC(=O)c1ccccc1
8) Cc1c(CC(=O)N[C@H](C(=O)O)C(C)C)c(=O)oc2cc3c(cc12)CCC(C)(C)O3
9) CS(=O)(=O)N(Cc1ccccc1)c1ccc(C(=O)NN=C2CCCCCC2)cc1
10) Clc1ccc(C[n+]2cc(-c3ccccc3)n3c2CCCCC3)c(Cl)c1

assay / compound,1,2,3,4,5,6,7,8,9,10
PAX8 inh HTS,.,-5,6,-6,-33,-20,-6,-156,11,81*
Casp6 inh,-2,0,1,0,1,-3,-1,6,.,-3
DENV2 CPE rescue,10,-1,-3,-12,5,1,-4,8,.,7
SIRT5 block,-2,0,-3,-19,-2,-5,-5,-41,.,-4
LGR2 inh,-15,-4,5,4,-3,-5,-5,-24,5,5
ARNT TACC3 PPI,-16,-21,15,-1,-5,-7,-1,-7,-5,-12
EWS-Fli block,-3,-3,-6,-7,8,-2,-3,-102,.,36

11) COc1ccc(CC(=O)Nc2ccc(OC)nc2)cc1
12) Cc1ccc(OCC(O)CNCc2ccc(F)cc2)cc1 (stereo unspecified)
13) c1ccc(-c2nc(-c3ccccn3)nc(-c3ccccn3)n2)nc1
14) CCCCN(C(C)=O)c1c(CC)nc2ccc(C(=O)NCCCN(C)C)cn12
15) C/C(=N\Nc1ccc(S(N)(=O)=O)cc1[N+](=O)[O-])c1ccccc1O
16) COc1cccc(NC(=O)C(Sc2nnnn2C)c2ccccc2)c1 (stereo unspecified)
17) O=C(NCc1ccc(F)c(F)c1)C1CCC(=O)N(CC2CCCCC2)C1 (stereo unspecified)
18) CC(C)(C)OC(=O)N1CC2(CCCCC2)CC1Cc1ccc(C(F)(F)F)cc1 (stereo unspecified)
19) N#C[C@@H]1[C@H](c2ccc(-c3ccc(F)cc3)cc2)[C@H](CO)N1C(=O)Cc1ccccc1
20) COc1ccc(Nc2nc(C)nc3c2oc2ccccc23)cc1

assay / compound,11,12,13,14,15,16,17,18,19,20
PAX8 inh HTS,-7,-6,15,-9,7,-13,5,-21,11,-2
Casp6 inh,2,-4,3,-23,-5,3,2,-1,2,1
DENV2 CPE rescue,.,1,-2,-16,-11,-4,8,20,-11,-1
SIRT5 block,-2,-2,1,.,-4,-4,2,-5,-2,-2
LGR2 inh,18,7,3,-29,5,-4,2,37,-2,17
ARNT TACC3 PPI,3,2,51*,.,-2,.,2,.,14,-14
EWS-Fli block,-6,14,-1,0,3,8,.,9,8,0

3 compounds out of the list above, sorted by the number in DENV2 CPE rescue, largest number first.
nr | structure | DENV2 CPE rescue
12 | Cc1ccc(OCC(O)CNCc2ccc(F)cc2)cc1 (stereo unspecified) | 1
20 | COc1ccc(Nc2nc(C)nc3c2oc2ccccc23)cc1 | -1
14 | CCCCN(C(C)=O)c1c(CC)nc2ccc(C(=O)NCCCN(C)C)cn12 | -16

The results go on.
21) C[C@@H]1CCCCO[C@@H](CN(C)C)[C@H](C)CN([C@H](C)CO)C(=O)c2cc(NC(=O)Nc3ccc4c(c3)OCO4)ccc2O1
22) Cc1cccc(N(C)C(=O)CN(C)S(=O)(=O)c2ccc3c(c2)c(=O)n(C)c(=O)n3C)c1
23) COc1ccc(NC(=O)Cn2nc(C(=O)O)c3ccccc3c2=O)cc1S(=O)(=O)N1CCCCC1
24) Fc1ccc(-c2nc3ccc(Br)cn3c2Cc2ccccc2)cc1
25) Cc1cccc(N(C(=O)c2csnn2)C(C(=O)NCc2ccccc2)c2ccc(C)o2)c1 (stereo unspecified)
26) O=C1NC[C@H](Cc2ccccc2)N(CCc2cccc(F)c2)C1=O
27) O=C(Nc1ccccc1)Nc1ccc2ncoc2c1
28) CN1C(=O)c2cc(NC(=O)c3cnccn3)ccc2OC[C@H]2O[C@H](CC(=O)NCC3CCCCC3)CC[C@@H]21
29) C[C@H]1CN([C@@H](C)CO)C(=O)c2cc(-c3ccccc3F)cnc2O[C@@H]1CN(C)Cc1ccccc1F
30) O=C(NC(=O)c1csnn1)Nc1ccccc1Cl

assay / compound,21,22,23,24,25,26,27,28,29,30
PAX8 inh HTS,-12,3,-10,-22,7,6,-54,1,11,-22
Casp6 inh,-3,1,1,0,.,0,1,0,1,61*
DENV2 CPE rescue,-19,-6,-5,4,-6,0,0,-4,4,?
SIRT5 block,-2,3,.,-3,1,-1,-7,.,-10,-1
LGR2 inh,-16,-11,6,-50,14,-1,-32,-12,-4,-4
ARNT TACC3 PPI,38,-27,-19,.,-4,-10,.,-3,-4,-9
EWS-Fli block,-9,-14,-6,-30,-9,-1,-65,0,0,-45

As entered above:
Reading for `COc1ccc(NC(=O)Cn2nc(C(=O)O)c3ccccc3c2=O)cc1S(=O)(=O)N1CCCCC1` under LGR2 inh: 6
Reading for `O=C(NC(=O)c1csnn1)Nc1ccccc1Cl` under SIRT5 block: -1

Other structures
31) CCCNC(=O)C[C@H]1CC[C@@H]2[C@@H](COc3ccc(NC(=O)NCC)cc3C(=O)N2C)O1
32) CCN(CC)S(=O)(=O)c1cccc(C(=O)NCCc2ccccc2)c1
33) C[C@@H]1CCCCO[C@H](CN(C)C(=O)Nc2ccc3c(c2)OCO3)[C@H](C)CN([C@@H](C)CO)C(=O)c2cc(NC(=O)c3ccncc3)ccc2O1
34) COc1ccc(C(=O)NC(=S)Nc2cccc(S(=O)(=O)N3CCOCC3)c2)cc1
35) O=C(C[C@H]1CC[C@H]2NC[C@H](O)COC[C@@H]2O1)NCc1ccc2c(c1)OCO2
36) C[C@H](CO)N1C[C@H](C)[C@@H](CN(C)C(=O)c2cnccn2)Oc2ncc(C#Cc3ccccn3)cc2C1=O
37) COc1ccc([N+](=O)[O-])cc1NC(=O)c1ccc(N(Cc2ccccc2C)S(C)(=O)=O)cc1
38) O=C(CN1CCOCC1)Nc1ccc(Cl)cn1
39) Cc1nc2c(C(=O)NCCc3ccccc3)c[nH]n2c(=O)c1Cl
40) CCO[C@H]1OC(C(N)=O)=C[C@@H](c2csc3ccccc23)[C@@H]1CCCO

assay / compound,31,32,33,34,35,36,37,38,39,40
PAX8 inh HTS,-9,.,.,14,1,10,27,-14,.,-14&-2
Casp6 inh,0,1,0,-2,.,-3,-6,4,5,-5&-3
DENV2 CPE rescue,17,.,5,-5,1,-1,19,0,4,7&-1
SIRT5 block,-3,-1,-1,6,.,2,-3,1,2,-2&-2
LGR2 inh,-7,-64,-10,1,-2,-4,-1,-1,1,9
ARNT TACC3 PPI,-9,2,5,12,-7,-4,-2,-1,-6,-4&5
EWS-Fli block,1,.,-15,29,-16,-3,23,0,0,8&-1

41) O=C(C[C@@H]1CC[C@@H]2NC[C@H](O)COC[C@H]2O1)Nc1ccc(-c2ccccc2)cc1
42) CCCNC(=O)N1CC2(CCN(Cc3cccc(OC)c3)CC2)c2c([nH]c3cc(OC)ccc23)[C@H]1CO
43) COc1ccccc1C(=O)NNC(=O)c1ccncc1
44) CC(C)NC(=O)CCn1ccc2cc(S(=O)(=O)N3CCCC3)ccc21
45) CC1CC(C)(C)NC(=S)N1CCC(=O)NCCc1ccc(Cl)cc1 (stereo unspecified)
46) COc1ccc(-c2[nH]c(-c3ccccc3)nc2SCC(=O)NCc2ccco2)cc1OC
47) COc1ccccc1S(=O)(=O)N(C)C[C@H]1Oc2cc(Br)ccc2S(=O)(=O)N([C@H](C)CO)C[C@H]1C
48) CN(c1ccccc1)S(=O)(=O)c1cccc(NC(=O)c2ccc3ncsc3c2)c1
49) CCOC(=O)c1c(C)[nH]c(C(=O)COC(=O)c2cccnc2Cl)c1C
50) COc1cc(-c2noc(C)c2-c2ccc(N(C)C)nc2)cc(OC)c1OC

assay / compound,41,42,43,44,45,46,47,48,49,50
PAX8 inh HTS,6,.,8,-10,7,16,7&6,9,-122,74*
Casp6 inh,.,.,-2,1,.,0,2&0,-1,1,-2
DENV2 CPE rescue,-5,-12,2,-4,1,0,5&-5,-1,0,1
SIRT5 block,.,.,-3,2,0,4,1&0,-4,0,.
LGR2 inh,-18,2,-10,-19,8,4,-4&20,8,-74,-2
ARNT TACC3 PPI,-1,.,0,0,-8,-7,-7,-4,3,.
EWS-Fli block,-7,-8,-5,.,3,8,8&3,12,-75,61*

51) O=S(=O)(NCCNc1nccc(C(F)(F)F)n1)c1ccccc1
52) CCN1C(=O)[C@@H]2[C@@H](c3ccc(-c4ccc(C(C)=O)cc4)c(OC)c3)N3CCCC[C@@]3(C(=O)OC)[C@@H]2C1=O
53) COC(=O)C(Cc1c[nH]c2ccccc12)NC(=O)c1cc(-c2ccc(OC)c(OC)c2)oc1C (stereo unspecified)
54) COc1ccc(CNC(=O)COC(=O)c2ccc(Br)cc2)cc1
55) O=C/C(=C\Nc1ccc(S(=O)(=O)CCO)cc1)c1nc2cc(Cl)ccc2o1
56) COCC(=O)N1CCC(Oc2ccc(C(=O)NCc3cc(C)no3)cc2)CC1
57) CCn1c(C)cc(C(=O)CSc2nnc(-c3ccco3)o2)c1C
58) CN(C)S(=O)(=O)c1ccc(NC(=O)CSc2nnc(-c3ccco3)n2N)cc1
59) CC(=O)Nc1ccc(S(=O)(=O)N(C)CC(=O)NCCOc2ccccc2)cc1
60) COc1ccc2c3c([nH]c2c1)[C@@H](CO)N(Cc1nccs1)CC31CCN(Cc2cccnc2)CC1

assay / compound,51,52,53,54,55,56,57,58,59,60
PAX8 inh HTS,-8,-12,32,13,17,9,-24,-51,13,.
Casp6 inh,2,-5,13,1,1,-2,2,13,1,-1
DENV2 CPE rescue,-5,-1,20,5,-2,5,-2,-1,-4,-2
SIRT5 block,-3,-4,.,-2,2,-1,0,.,-5,-2
LGR2 inh,0,.,.,6,6,19,-25,10,-14,-13
ARNT TACC3 PPI,7,-12,4,3,-29,-6,3,-7,-12,.
EWS-Fli block,-1,6,8,-1,10,.,-67,3,5,1

61) CCOc1ccc(C(=O)C[n+]2ccc(C(=O)NCCO)cc2)cc1
62) CC(=O)N1N=C(c2ccccc2)CC1c1cn(Cc2ccccc2)c2ccccc12 (stereo unspecified)
63) Cn1nc(C(=O)N2CCN(c3ccccc3)CC2)c2c1-c1ccccc1S(=O)(=O)C2
64) CCC(=O)Nc1ccc(-c2csc(C)n2)cc1
65) C[C@H](CO)N1C[C@H](C)[C@@H](CN(C)C(=O)Nc2cccc(F)c2)OCc2cn(nn2)CCCC1=O
66) CCOc1ccc(CN2CCN(Cc3cccn3-c3nccs3)CC2CCO)cc1 (stereo unspecified)
67) Cc1ccc(NC(=O)c2cnc(SCC(=O)NCC3CCCO3)n(C)c2=O)cc1 (stereo unspecified)

assay / compound,61,62,63,64,65,66,67
PAX8 inh HTS,-14,22,-6,-87,-15&-10&-2,18,-65
Casp6 inh,.,.,-1,-2,-1&-4,-2,0
DENV2 CPE rescue,0,.,3,-4,?,6,1
SIRT5 block,5,.,0,-1,1&-1,-1,-12
LGR2 inh,20,14,-6,-43,1&10,8,5
ARNT TACC3 PPI,.,-6,-19,-4,0,1,2
EWS-Fli block,-10,.,-1,-25,-8&-6&-6,10,-18

Source: PubChem BioAssay
